ERAP1 HTS inh = human ERAP1 aminopeptidase inhibitors, primary screen, biochemical, single point, plate reader; 340,000 compounds, 0.15% hits; recombinant ERAP1, Leu-AMC fluorescence, 60 min; inhibition, % at 10.7 µM; AID 652197, 2013;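 active = mean replicate inhibition of at least 30%, or all replicates individually reaching that 30% level; inactive = mean below 30% and not every replicate reaching it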;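 note: 0% = neutral control wells and 100% = L-leucinethiol positive control wells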
Target sequence (Q9NZ08 whole entry, looked up): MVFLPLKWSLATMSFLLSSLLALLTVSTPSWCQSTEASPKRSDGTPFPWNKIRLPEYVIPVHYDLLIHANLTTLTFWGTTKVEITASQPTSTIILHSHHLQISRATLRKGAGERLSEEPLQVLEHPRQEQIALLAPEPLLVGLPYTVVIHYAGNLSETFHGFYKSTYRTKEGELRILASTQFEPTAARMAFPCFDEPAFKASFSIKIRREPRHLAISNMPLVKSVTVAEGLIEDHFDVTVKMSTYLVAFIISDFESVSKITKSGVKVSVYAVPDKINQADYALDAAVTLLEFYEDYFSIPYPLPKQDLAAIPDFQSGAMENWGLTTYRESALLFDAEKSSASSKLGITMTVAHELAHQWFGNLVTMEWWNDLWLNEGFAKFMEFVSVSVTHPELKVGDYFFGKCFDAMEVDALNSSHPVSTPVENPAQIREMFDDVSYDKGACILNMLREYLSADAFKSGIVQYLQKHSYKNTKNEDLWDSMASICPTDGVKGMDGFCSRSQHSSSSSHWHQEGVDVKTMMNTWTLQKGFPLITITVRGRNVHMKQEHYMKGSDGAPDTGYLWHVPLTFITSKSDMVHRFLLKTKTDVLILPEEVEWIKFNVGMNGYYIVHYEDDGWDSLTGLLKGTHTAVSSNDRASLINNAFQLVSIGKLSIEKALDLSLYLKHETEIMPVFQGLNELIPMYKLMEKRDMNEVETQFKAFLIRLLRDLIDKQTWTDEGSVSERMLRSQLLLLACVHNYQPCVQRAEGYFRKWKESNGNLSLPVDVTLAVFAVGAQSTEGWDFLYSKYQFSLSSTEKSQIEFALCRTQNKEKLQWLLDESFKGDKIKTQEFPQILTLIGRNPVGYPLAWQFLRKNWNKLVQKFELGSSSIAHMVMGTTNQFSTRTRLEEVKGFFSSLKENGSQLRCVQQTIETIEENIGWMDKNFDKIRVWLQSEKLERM
Cneo AK release = Cryptococcus neoformans cell lysis inducers, primary screen, AK release luminescence, single concentration | C. neoformans lysis, adenylate kinase release luminescence, 4 h; normalised: neutral wells 0, clomiphene wells 100 | lysis activity, % at 15 µM | 360,000 compounds, 0.2% hits | AID 651654, 2012;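 active = mean lysis activity across replicates of at least 80%, whatever share of replicates individually reach that level; inactive = mean lysis activity below 80%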
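Material – log-phase Cryptococcus neoformans yeast cells · Input – 5 × 10^6 yeast cells/mL · Medium – fresh YPD growth medium · Doses – single compound concentration per well · Timing – static 4 h at 37 °C with compound, 1 h detection · Detection – adenylate kinase release luminescence · Read-out – signal increase indicating cell lysis · Control set – Clomiphene as positive lysis control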
PGC1a acetyl inh = inhibitors of PGC1a acetylation signal, primary screen, cell-based, U2OS, AlphaScreen, inhibitor mode | AlphaScreen anti-acetyl-lysine; with virally co-expressed GCN5 acetyltransferase | inhibition, % at 15.6 µM | 350,000 compounds, 0.17% hits;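 active = every replicate shows inhibition of at least 40%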;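 note: 0% = neutral control wells and 100% = positive control wells; some results beyond the cut were filed as inactive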
Xi reactivation = activators of inactive X chromosome reactivation, primary screen, imaging, XiGFP fibroblasts, GFP high-content imaging, set 2; activation, % at 7.58 µM; AID 743238, 2013; 360,000 compounds, 0.055% hits; XiGFP mouse fibroblasts, % GFP-positive cells imaging, 3 d; cells co-treated with 5-aza-dC sensitizer; scaled so ellipticine positive control = 100%;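 active = mean normalized replicate activation at least 10% and every replicate at or above 10%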;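 note: 0% = median of on-plate neutral control wells and 100% = ellipticine 6 µM median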
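assay system = SV40-immortalized XiGFP fibroblast cells, line 68-5-11 | buffer or medium = DMEM plus 5-aza-dC sensitizer | doses = single-point pinned compound dosing | times = 3-day compound exposure, then 15 min fixation at room temperature | benchmarks = positive control ellipticine, 6 µM final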
SIRT5 block = SIRT5 desuccinylase inhibitors, primary screen, biochemical, fluorescence imaging, single point, set 5 | inhibition, % at 15 µM | AID 652115, 2013 | 330,000 compounds, 1.1% hits | Purified SirT5, succinyl-peptide AMC, trypsin-coupled fluorescence | NAD-dependent protein deacylase sirtuin-5, mitochondrial (Homo sapiens), Q9NXA8; in the data active = inhibition above about 15%
S100A4 MyoIIA = inhibitors of S100A4-myosin IIA peptide binding, primary screen, biochemical, fluorescence polarization, TAMRA-MyoIIA peptide; Protein S100-A4 (Homo sapiens), P26447; inhibition, % at 10.7 µM; 360,000 compounds, 0.14% hits; AID 652163, 2013;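 active = mean inhibition of at least 70% across replicates, with every replicate also reaching that level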
Target sequence (P26447 whole entry, looked up): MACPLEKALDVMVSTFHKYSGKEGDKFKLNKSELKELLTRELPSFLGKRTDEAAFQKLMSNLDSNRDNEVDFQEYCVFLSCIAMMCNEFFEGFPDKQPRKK
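Material: S100A4 monomer protein / Buffer or medium: 50 mM HEPES pH 7.2, 10 mM CaCl2, 100 mM KCl / Times: 5 min incubation before reading / Benchmarks: neutral control DMSO, positive control TFP / Reagent: labelled myosin peptide probe, 5 nM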
C2C12 statin = suppressors of statin myotoxicity in C2C12 myotubes, primary screen, cell-based, single point, plate reader; C2C12 myotubes + simvastatin, ATP luminescence, 48 h; scaled: DMSO 0, geranylgeraniol control 100; rescue of ATP level, % at 7.49 µM; 330,000 compounds, 0.78% hits;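 active = mean ATP rescue above about 67%, or every replicate alone reaching that limit, limit read from the data, passing the limit was not always enough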;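 note: myotubes were challenged with 10 µM simvastatin during compound exposure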
LGR2 inh = inhibitors of bursicon-induced LGR2 CRE-luciferase signal, primary screen, cell-based, HEK293, CRE-luciferase reporter, bursicon stimulation | Drosophila bursicon receptor LGR2 (rickets) | bursicon-stimulated, 4 h | inhibition, % at 9.99 µM | 380,000 compounds, 0.35% hits | AID 720647, 2013;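 active = drop in luminescence signal, shown as inhibition above about 50% in the replicate tests, limit read from the data, passing the limit was not always enough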;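 note: agonist challenge used bursicon conditioned medium at about half maximal strength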
Active calls of the source: *; . = no result given.

SMILES | ERAP1 HTS inh | Cneo AK release | PGC1a acetyl inh | Xi reactivation | SIRT5 block | S100A4 MyoIIA | C2C12 statin | LGR2 inh
C=CC[C@H](CC(=O)NCCO)C(=O)N[C@@H](COC(=O)[C@@H](CC=C)Cc1ccc(F)cc1)Cc1c[nH]c2ccccc12 | 0 | 0 | -12 | 0.0 | . | 0 | -2 | 0
O=C(CN(C(=O)CCC(=O)Nc1nccs1)c1cccc(C(F)(F)F)c1)NCC1CCCO1 (configuration not stated) | 1 | 9 | . | 0.2 | 1 | -3 | 23 | -9
O=C(c1cc2cc(Cl)ccc2o1)N1CCCCCC1 | 1 | -3 | . | 0.0 | 0 | 2 | 5 | -79
CCn1c(SC(C)C(=O)NCC2CCCO2)nc2ccccc21 (configuration not stated) | 2 | 2 | . | -0.6 | -3 | 16 | 1 | 5
CN1C=Nc2c(ncn2C2CCC(CO)O2)C1O (configuration not stated) | 6 | . | . | 0.0 | . | -7 | . | -11
COCC#Cc1ccc2c(c1)O[C@H](CN(C)Cc1ccccc1)[C@@H](C)CN([C@H](C)CO)S2(=O)=O | 2 | 0 | -6 | 0.3 | 1 | 0 | -81 | -18
Cc1ccc(S(=O)(=O)N2[C@H](c3cccc(Cl)c3)CC(=O)[C@@H]3CN(S(=O)(=O)c4ccccc4C)[C@H](c4ccc(Cl)cc4)C[C@@H]32)cc1 | 6 | 0 | -3 | 0.1 | -1 | 1 | 15 | 22
Cc1c(OCC(=O)NC2CC(C)(C)NC(C)(C)C2)ccc2c1oc(=O)c1ccccc12 | 1 | 2 | 3 | 0.0 | -17 | -3 | -3 | -2
CCCN1CCC(=O)N(CCSc2ccc(C)cc2)CC1 | -4 | -1 | 5 | 0.0 | . | 4 | -1 | -26
Cc1cc(=O)oc2cc(NC(=O)CCOc3ccccc3)ccc12 | 4 | -1 | . | 0.2 | -4 | -3 | -14 | 9
Cc1cnn(-c2cc(N/N=C/c3cccc(F)c3)ncn2)c1 | -3 | 2 | -2 | 0.0 | -2 | -2 | . | -24
CCC(=O)N[C@H]1CC[C@@H](CCn2cc(-c3cccc(OC)c3)nn2)O[C@H]1CO | 0 | 0 | -2 | -0.8 | 2 | 18 | 2 | -7
Nc1nc(Cl)cc(N2CCC(c3cc(-c4ccc(Cl)cc4)n[nH]3)CC2)n1 | 2 | 38 | 7 | . | 4 | -28 | 38 | 28
Cc1cccc(OCC2CCCN(Cc3nc(C4CC4)no3)C2)c1 (configuration not stated) | -3 | 1 | -5 | -0.3 | -2 | -3 | -5 | 7
Cn1c(SCC(=O)NCc2ccc3c(c2)OCO3)nc2c(c1=O)SCC2 | 1 | 1 | . | 0.1 | -1 | -14 | 7 | -13
CC1CCCCN1CCNC(=O)c1ccc2c(c1)N(Cc1ccccc1F)C(=O)c1ccccc1S2=O (configuration not stated) | -1 | . | . | 0.1 | 0 | -8 | . | -4
CCCNC(=O)C(=O)NCc1ccccn1 | 0 | . | . | 0.1 | 0 | 5 | . | 15
C[C@@H]1CCCCO[C@H](CN(C)Cc2ccc(Cl)c(Cl)c2)[C@@H](C)CN([C@H](C)CO)C(=O)c2cc(NS(=O)(=O)c3ccc(Cl)cc3)ccc2O1 | -4 | -1 | -5 | 0.0 | 4 | -32 | . | -9
COCC(=O)Nc1ccc2c(c1)C(=O)N(C)C[C@@H](OC)[C@@H](C)CN(Cc1ccccc1F)[C@H](C)CO2 | 1 | 5 | 2 | 0.0 | 7 | 3 | 10 | 1
CCOC(=O)c1sc(NC(=O)C2CC(=O)N(c3ccc4c(c3)OCCO4)C2)nc1C (configuration not stated) | 16 | 2 | -7 | 0.0 | 2 | -2 | -6 | -15
Cc1ccccc1Nc1nc(N)nc(COC(=O)CCC(=O)c2ccc(F)cc2)n1 | 0 | . | . | 0.0 | 4 | -7 | . | 9
COc1cc(Cl)c(C)cc1NC(=O)CNC(C)c1ccccc1OC (configuration not stated) | 2 | . | . | 0.1 | 0 | 7 | . | 23
COc1ccc2c(c1)c(C(=O)N/N=C/c1cccs1)c(C)n2C | 0 | 2 | 9 | 0.1 | -5 | 1 | -3 | -3
O=C(C[C@H]1CC[C@@H]2[C@H](COC[C@@H](O)CN2Cc2ccncc2)O1)NCC1CC1 | -2 | 1 | 5 | 0.2 | 1 | 0 | 2 | 3
Cc1ccc(NC(=S)N2CCSC2c2cccs2)cc1 (configuration not stated) | 6 | . | -8 | 0.2 | -1 | -3 | 14 | -4
CCc1c(C)c2ccc(OCC(=O)NCC3CCC(C(=O)O)CC3)cc2oc1=O (configuration not stated) | -57 | -2 | -1 | . | . | -3 | 2 | .
O=C(CSc1nnc(NC(=O)C2CCCCC2)s1)NCc1ccco1 | 3 | . | 1 | 0.2 | -4 | -3 | . | -12
COc1ccc(S(=O)(=O)N2CCCCCC2)cc1C(=O)NC1(C)CCS(=O)(=O)C1 (configuration not stated) | -2 | -1 | -1 | -0.1 | -2 | -2 | 1 | -6
CC(=O)N1CC2(C1)[C@@H](c1ccccc1)[C@H](CO)N2Cc1cccc(Cl)c1 | -3 | . | 1 | 0.1 | 2 | 9 | . | 2
O=C(NCc1cccc(Cl)c1)c1ccco1 | -1 | . | 6 | . | -3 | 6 | 3 | -10
Cc1ccccc1-n1c(C)nnc1SCC(=O)NCC1CCCO1 (configuration not stated) | 1 | . | . | . | -3 | 4 | 0 | -4
Cc1ccc(C(C)c2c(C)c([N+](=O)[O-])cc(C)c2[N+](=O)[O-])cn1 (configuration not stated) | -1 | -5 | 6 | 0.1 | -3 | 6 | -10 | 0
CC12CCC(=O)C=C1CCC1C2C(O)CC2(C)C1CCC21OCC1=O (configuration not stated) | -1 | 5 | 1 | 0.3 | 0 | 4 | -7 | -7
COc1cc2c(cc1OC)CN(C(=O)CN1CCN(S(=O)(=O)c3ccc(C)c(C)c3)CC1)CC2 | 5 | 5 | 1 | 0.1 | 0 | 1 | 6 | 13
COc1cc(/C=N/NC(=O)c2cc(-c3ccccc3)sc2N)cc(OC)c1OC | -1 | . | . | 0.0 | 0 | -7 | . | .
CO[C@@H]1CN(C)C(=O)c2ccc(NC(=O)Cc3ccccc3)cc2OC[C@H](C)NC[C@@H]1C | 2 | 1 | 1 | 0.1 | -4 | 0 | 1 | 2
CC(Sc1nc(N)cc(=O)[nH]1)C(=O)Nc1sc2c(c1C#N)CCCC2 (configuration not stated) | 10 | . | -9 | 0.0 | -1 | 1 | . | -7
O=C(c1ccccc1)N1CC(=O)N2[C@@H](CO)[C@@H](c3ccc(C#Cc4ccccc4)cc3)[C@@H]2C1 | 0 | . | 6 | 0.1 | -1 | -14 | . | 11
CC(C)CNC(=O)c1ccccc1NC(=O)/C=C/c1cccc([N+](=O)[O-])c1 | -1 | . | . | 0.0 | -3 | 5 | . | .
Cc1cc(NC(=O)c2ccccc2C)n(-c2cccc(F)c2)n1 | 3 | -1 | . | 0.0 | 0 | 1 | 11 | -25

Fetched by compound from above:
SMILES | ERAP1 HTS inh | Cneo AK release | PGC1a acetyl inh | Xi reactivation | SIRT5 block | S100A4 MyoIIA | C2C12 statin | LGR2 inh
Cc1cc(NC(=O)c2ccccc2C)n(-c2cccc(F)c2)n1 | 3 | -1 | . | 0.0 | 0 | 1 | 11 | -25
CC(Sc1nc(N)cc(=O)[nH]1)C(=O)Nc1sc2c(c1C#N)CCCC2 (configuration not stated) | 10 | . | -9 | 0.0 | -1 | 1 | . | -7

The listing continues.
SMILES | ERAP1 HTS inh | Cneo AK release | PGC1a acetyl inh | Xi reactivation | SIRT5 block | S100A4 MyoIIA | C2C12 statin | LGR2 inh
C[C@H](CO)N1C[C@H](C)[C@H](CN(C)CC2CC2)Oc2ccc(NS(=O)(=O)c3cn(C)cn3)cc2C1=O | 1 | -5 | 12 | 0.0 | 1 | -35 | -1 | 23
O=[N+]([O-])c1ccccc1S(=O)(=O)c1ccccc1 | 2 | . | . | 0.0 | -4 | -2 | 21 | 1
COc1ccc(S(=O)(=O)N2CCOCC2)cc1NC(=O)CN(C)CC(=O)Nc1cccc(F)c1 | 2 | 1 | . | 0.0 | -3 | 0 | 1 | 2
C[C@@H]1CN([C@H](C)CO)C(=O)c2cc(C#Cc3cccnc3)cnc2O[C@H]1CN(C)C | 0 | 7 | -9 | -0.8 | -5 | 5 | 10 | -22
C[C@@H]1CN([C@@H](C)CO)S(=O)(=O)c2ccc(C#CC3(O)CCCC3)cc2O[C@@H]1CN(C)C(=O)c1ccncc1 | -3 | -1 | 10 | -1.0 | -1 | 12 | -8 | 5
CC(=O)N(C(C)=O)N1C(=O)c2cccc3c(N4CCOCC4)ccc(c23)C1=O | 21 | . | . | -0.2 | -6 | 8 | . | 2
CC(=O)Nc1ccc(NC(=O)c2ccc(CN3CCc4ccccc4C3)cc2)cc1 | 0 | 0 | 9 | 0.1 | . | -3 | -8 | -9
COc1cccc(CC(=O)N2CCC(n3nccc3NC(=O)C3CC3)CC2)c1 | 1 | 2 | -4 | 0.2 | 0 | 1 | 3 | 7
Cc1ccc(NC(=O)CCCNC(=O)c2ccc(Cl)cc2)c(O)c1 | -1 | 3 | -7 | 0.0 | 0 | -3 | . | -27
CCOc1ccc(CCNC(=O)c2cc3c(s2)CS(=O)(=O)C3)cc1OCC | -3 | 0 | 6 | 0.0 | -2 | 5 | -4 | -5
Cn1nc(C2CC2)cc1NC(=O)C1(C)CCN1C(=O)Cc1ccc(-c2ccccc2)cc1 (configuration not stated) | -3 | -2 | . | 0.0 | . | -1 | -3 | 0
COc1ccc([C@H]2CC(=O)C=C(c3cc(C(F)(F)F)cc(C(F)(F)F)c3)C2)cc1 | -1 | -1 | -13 | 0.2 | . | -13 | 5 | 9
Cc1ncc(CN2CCCC(C(=O)Nc3ccc(-c4cscn4)cc3)C2)cn1 (configuration not stated) | -3 | -1 | . | 0.0 | 4 | -2 | 7 | 5
COc1ccc(Br)cc1CNC(=O)C1CCN(S(=O)(=O)N2CCCC2)CC1 | -3 | -1 | 9 | . | 9 | -2 | -7 | -10
COc1ccc(N(CC(=O)N/N=C(\C)CCc2ccccc2)S(=O)(=O)c2ccc(C)cc2)cc1 | . | 4 | 3 | -0.1 | 0 | 5 | 24 | 5
Cc1cc(N2CCOCC2)ccc1/C=C1\NC(=O)N(Cc2ccccc2)C1=O | 0 | . | -15 | 2.6 | -2 | 4 | 5 | 4

Full records, looked up by structure. Values in the order: ERAP1 HTS inh	Cneo AK release	PGC1a acetyl inh	Xi reactivation	SIRT5 block	S100A4 MyoIIA	C2C12 statin	LGR2 inh
Cc1cc(N2CCOCC2)ccc1/C=C1\NC(=O)N(Cc2ccccc2)C1=O is listed with 0	.	-15	2.6	-2	4	5	4
CCOc1ccc(CCNC(=O)c2cc3c(s2)CS(=O)(=O)C3)cc1OCC is listed with -3	0	6	0.0	-2	5	-4	-5
COc1ccc([C@H]2CC(=O)C=C(c3cc(C(F)(F)F)cc(C(F)(F)F)c3)C2)cc1 is listed with -1	-1	-13	0.2	.	-13	5	9

From PubChem

An excerpt (hit frequency here may not be typical).
